# D2 potentiator – HTS Assay for Positive Allosteric Modulators of the Human D2 Dopamine Receptor: Primary Screen for Potentiators; AID 485347, 2010; D(2) dopamine receptor (Homo sapiens), P14416; HEK293 T-REx D2, calcium flux, EC20 dopamine potentiation; 340,000 compounds, 0.34% hits; potentiation, % at 10 µM;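 active means potentiation over 3 SD above the plate norm, cut at about 30% in these data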; further: 0% is about no effect
#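 Using a no-wash calcium dye in inducible, force-coupled HEK293 Trex cells expressing D2, we tracked fluorescence each second for 180 s after compound, then for 180 s after EC20 dopamine to detect augmented signalling.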
# D1 antagonist – Antagonist of Human D 1 Dopamine Receptor: qHTS | D(1A) dopamine receptor (Homo sapiens), P21728 | HEK293 TREx D1 cells, calcium flux, dopamine EC80; hits give low values | activity change, negative = inhibition, % at 10 µM | 360,000 compounds, 3.2% hits | AID 504652, 2011; in the data active means activity change below about -30%; further: on the % scale 0 is the no-effect control and ±100 the full control effect
#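 Inducible Hek293 Trex D1 cells (tetracycline, overnight, 30 C). Calcium dye 30–90 min RT. Antagonist mode: EC80 dopamine added after 180 s compound read.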
# RXFP1 antagonist – qHTS Assay for Antagonists of the Relaxin Receptor RXFP1. 350,000 compounds, 0.59% hits. Relaxin receptor 1 (Homo sapiens), Q9HBX9. HEK293-RXFP1, relaxin-stimulated cAMP HTRF, 30 min; hits give low values. activity change, negative = inhibition, % at 57.5 µM;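 active means activity change of -60% or lower, but not beyond a set lower limit; inconclusive means change between -60% and -40%, or beyond the set limit; inactive means change above -40%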; further: on the % scale 0 is the no-effect control and ±100 the full control effect
# Target sequence (Q9HBX9 whole entry, looked up): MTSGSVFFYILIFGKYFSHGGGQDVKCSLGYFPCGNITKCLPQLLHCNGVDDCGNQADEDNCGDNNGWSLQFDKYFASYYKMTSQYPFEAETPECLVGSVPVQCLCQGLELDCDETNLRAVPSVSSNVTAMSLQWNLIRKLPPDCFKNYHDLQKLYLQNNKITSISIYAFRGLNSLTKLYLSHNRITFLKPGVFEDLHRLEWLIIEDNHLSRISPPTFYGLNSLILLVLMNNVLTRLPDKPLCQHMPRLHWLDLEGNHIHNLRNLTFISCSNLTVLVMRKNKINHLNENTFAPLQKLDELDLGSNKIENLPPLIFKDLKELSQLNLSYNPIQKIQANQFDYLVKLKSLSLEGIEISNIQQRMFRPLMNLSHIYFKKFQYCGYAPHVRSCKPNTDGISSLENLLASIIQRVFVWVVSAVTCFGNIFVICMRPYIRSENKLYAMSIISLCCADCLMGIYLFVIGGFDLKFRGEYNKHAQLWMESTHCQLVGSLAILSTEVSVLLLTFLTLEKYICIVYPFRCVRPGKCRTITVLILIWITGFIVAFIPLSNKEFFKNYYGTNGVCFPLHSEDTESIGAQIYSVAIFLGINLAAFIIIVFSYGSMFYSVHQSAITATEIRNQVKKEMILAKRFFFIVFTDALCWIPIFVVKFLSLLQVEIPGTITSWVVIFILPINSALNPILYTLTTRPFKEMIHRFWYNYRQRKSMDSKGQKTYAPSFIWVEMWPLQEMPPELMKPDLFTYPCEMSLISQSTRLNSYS
# Vif-A3F inh – qHTS for Inhibitors of Vif-A3F Interactions: qHTS. HeLa A3F-eYFP + Vif (tagged APOBEC3F with the HIV-1 protein that degrades it), YFP fluorescence increase. Potency, µM (titrated, usually from 46.1 µM), for inactives: at the highest dose activity, negative = active. 390,000 compounds, 0.2% hits. AID 602313, 2012; further: potency means the concentration at half of the fitted maximal effect; % of control where 0% means no effect; nearly all actives have a fitted effect of over 65% in size
#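 Fluorescence increase (Ex 488/Em 500-530) after overnight compound treatment at 37 deg C flags inhibition of Vif-driven A3F-eYFP loss in stable HeLa A3F-eYFP/Vif cells seeded overnight beforehand.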
# Vif-A3G inh – qHTS for Inhibitors of Vif-A3G Interactions: qHTS; DNA dC->dU-editing enzyme APOBEC-3G (Homo sapiens), Q9HC16; HeLa A3G-eYFP + Vif (tagged APOBEC3G with the HIV-1 protein that degrades it), YFP fluorescence, overnight; Potency, µM (top dose mostly 46.1 µM), inactives show at the top dose activity, negative = active, hits mostly inhibitors; 410,000 compounds, 0.076% hits;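 further: potency means the concentration at half of the fitted maximal effect; on the % scale 0 is the no-effect control and ±100 the full control effect; nearly all actives have a fitted effect of over 60% in size; hits raise eYFP signal because A3G escapes Vif-driven loss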
#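 HeLa cells stably expressing Vif and C-terminally eYFP-tagged A3G, seeded overnight at 37 deg C, then exposed to compound by pintool overnight at 37 deg C. Rise in yellow fluorescence (Ex 488/Em 500-530, Acumen) marks blocked Vif-driven A3G degradation.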
# RXFP1 agonist – qHTS Assay for Agonists of the Relaxin Receptor RXFP1. Relaxin receptor 1 (Homo sapiens), Q9HBX9. HEK293T-RXFP1 cAMP TR-FRET, 30 min; response scale: percent of porcine relaxin response, buffer zero. Potency, µM (highest dose often 57.5 µM), for inactives: top-dose activation, actives largely listed as activators. 370,000 compounds, 0.3% hits. AID 2676, 2010; further: potency means the concentration at half of the fitted maximal effect; on the % scale 0 is the no-effect control and ±100 the full control effect; nearly all actives have a fitted effect of over 60% in size; many of its hits are not listed in these tables
#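 HEK293T cells stably expressing RXFP1 were pretreated with the PDE4 inhibitor Ro 20174, exposed to compounds for 30 min at 37C, lysed, and cAMP was read by TR-FRET. Data normalized to buffer (basal) and 29 nM porcine relaxin (100%).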
# Glioma ERSR ind – qHTS for Inducers of the Endoplasmic Reticulum Stress Response (ERSR) in Human Glioma: qHTS. U87-MG GRP78 promoter luciferase reporter, 16 h. AID 602332, 2012. Potency, µM, for inactives: at the highest dose activation, usual class: activators. 420,000 compounds, 0.02% hits; further: potency means the concentration at half of the fitted maximal effect; series mostly up to about 76 µM; % of control where 0% means no effect; nearly all actives have a fitted effect of over 35% in size
#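 Stably transfected U87-MG human glioma cells carrying a GRP78-based luminescent sensor were seeded at 1000 cells/well, pin-dosed with compounds and incubated 16 h. Luciferase reagent was then added, and end-point luminescence was read after 10 min at room temperature.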
# D1 ag – Allosteric Agonists of the Human D1 Dopamine Receptor: qHTS; activation, % at 2 µM; D(1A) dopamine receptor (Homo sapiens), P21728; 360,000 compounds, 1% hits; HEK293 T-REx D1 cells, calcium flux, agonist mode; in the data active means activation above about 30%; further: 0% is about no effect
#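 Agonism was scored from calcium flux recorded over 180 s (1 read/s) after pintool compound addition, following a 10-cycle baseline. Cells were inducible force-coupled HEK293 TREx D1, plated overnight at 30 C and loaded with no-wash calcium dye.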
# D1 PAM – Potentiators of Human D1 Dopamine Receptor: qHTS; D(1A) dopamine receptor (Homo sapiens), P21728; HEK293 TREx D1 cells, calcium flux, dopamine EC20 potentiation; potentiation, % at 10 µM; 360,000 compounds, 0.036% hits; AID 504651, 2011; in the data active means potentiation above about 30%; further: 0% is about no effect
# * hit, by the source's call; ? = inconclusive; · = no result given; & = joins results of further samples. Unless noted, the call rests on the fitted dose curve; in most records, active means well fitted curve in the direction sought with a large enough effect; inconclusive means small, poorly fitted or top-dose-only effect, or another doubt; inactive means no such curve, though single readings can be large; an effect the other way counts as inactive or inconclusive. Not all compounds are listed; rates above refer to the full screens.
1) COc1cccc(CN2CCC(C(=O)Nc3ccc(Oc4cccnc4)cc3)CC2)c1
2) Nc1nnc(CSCc2ccccc2)s1
3) CCc1cc2ccc(OC)cc2nc1SCC(=O)N1CCN(C(=O)c2ccco2)CC1
4) Cc1cnc(C(=O)Oc2cccc(Cl)c2Cl)cn1
5) COc1cc(-c2nc(-c3ccccn3)no2)cc(OC)c1OC

assay / compound	1	2	3	4	5
D2 potentiator	3	·	-9	-1	-3
D1 antagonist	4	7	22	18	-14
RXFP1 antagonist	-14	-10	-16	12	3
Vif-A3F inh	-9%	4%	3%	-15%	3%
Vif-A3G inh	1%	1%	-4%	-1%	1%
RXFP1 agonist	0.1%	2.4%	0.0%	2.3%	0.2%
Glioma ERSR ind	-3%	1%	-4%	-3%	10%
D1 ag	20	3	2	1	3
D1 PAM	-7	-1	0	-1	-6

6) O=C(Oc1c(Br)cc(C(=S)N2CCOCC2)cc1Br)c1ccc(Cl)cc1
7) COc1ccccc1C1CN=NC12CCCc1ccccc1C2=O (stereo not drawn)
8) CC(C)(CN1CCc2ccccc2C1)NS(=O)(=O)c1ccc(Cl)cc1
9) COc1ccc(Cn2nnnc2C(c2ccc(C)cc2)N2CCN(C3CCCC3)CC2)cc1 (stereo not drawn)
10) CCC(NC(=O)NCc1cccnc1)(C(F)(F)F)C(F)(F)F

assay / compound	6	7	8	9	10
D2 potentiator	1	2	-11	-15	10
D1 antagonist	15	-1	-4	-9	25
RXFP1 antagonist	-12	-13	-16	-13	-3
Vif-A3F inh	0%	3%	-5%	2%	-1%
Vif-A3G inh	3%	1%	5%	2%	1%
RXFP1 agonist	0.0%	-0.1%	0.9%	0.9%	1.6%
Glioma ERSR ind	-3%	-6%	-2%	-4%	-4%
D1 ag	3	2	7	7	0
D1 PAM	-6	-4	-6	1	3

11) CC1CCc2c(sc3c2C2=NS(=O)(=O)CCN2C=N3)C1 (stereo not drawn)
12) CCc1ccc(NC(=S)Nc2ccc(S(=O)(=O)Nc3ncccn3)cc2)cc1
13) Cc1ccc(N(CC(N)=O)C2SC(=O)N(Cc3ccccc3)C2=O)cc1 (stereo not drawn)
14) CC(C)CC1C(=O)N(Cc2cn(CCC3OCCO3)nn2)CCS(=O)(=O)N1Cc1ccc(-c2ccncc2)cc1 (stereo not drawn)
15) COc1cccc(NC(=O)C(=O)NCC(c2ccc3c(c2)OCO3)N2CCN(C)CC2)c1 (stereo not drawn)

assay / compound	11	12	13	14	15
D2 potentiator	-7	-3	-2	·	7
D1 antagonist	3	9	-6	·	28
RXFP1 antagonist	1	7	-15	8	2
Vif-A3F inh	-3%	14%	4%	-9%	5%
Vif-A3G inh	-8%	-8%	0%	-6%	12%
RXFP1 agonist	1.9%	3.4%	0.8%	·	2.4%
Glioma ERSR ind	4%	2%	-3%	1%	2%
D1 ag	1	0	2	·	6
D1 PAM	-2	-4	-1	·	-5

16) COc1ccc(NC(=S)N2CCOCC2)c(OC)c1
17) CCSC1=NCCN1S(=O)(=O)c1ccc2ccccc2c1
18) COc1ccc(CNC(=O)C2CC(C)=CCC2C(=O)O)cc1 (stereo not drawn)
19) Cc1ccc(-c2nc3ncccc3o2)cc1NC(=O)COc1ccccc1
20) CC(NC(=O)Nc1cccnc1)(C(F)(F)F)C(F)(F)F

assay / compound	16	17	18	19	20
D2 potentiator	-8	8	1	6	-8
D1 antagonist	3	-31*	-6	20	10
RXFP1 antagonist	-14	-6	4	-27	7
Vif-A3F inh	2%	0%	-3%	-3%	5%
Vif-A3G inh	1%	-1%	3%	-10%	-1%
RXFP1 agonist	0.8%	-0.7%	-0.8%	?	-2.3%
Glioma ERSR ind	-3%	-5%	2%	-2%	-5%
D1 ag	1	1	4	0	2
D1 PAM	1	-3	-1	-3	-5

# Full records as entered above. Screens in order: D2 potentiator | D1 antagonist | RXFP1 antagonist | Vif-A3F inh | Vif-A3G inh | RXFP1 agonist | Glioma ERSR ind | D1 ag | D1 PAM
# Shown for COc1ccc(CNC(=O)C2CC(C)=CCC2C(=O)O)cc1 (stereo not drawn) → 1 | -6 | 4 | -3% | 3% | -0.8% | 2% | 4 | -1
# Shown for COc1ccc(NC(=S)N2CCOCC2)c(OC)c1 → -8 | 3 | -14 | 2% | 1% | 0.8% | -3% | 1 | 1
# Shown for CCSC1=NCCN1S(=O)(=O)c1ccc2ccccc2c1 → 8 | -31* | -6 | 0% | -1% | -0.7% | -5% | 1 | -3
# Shown for Cc1ccc(-c2nc3ncccc3o2)cc1NC(=O)COc1ccccc1 → 6 | 20 | -27 | -3% | -10% | ? | -2% | 0 | -3
# Shown for CC(NC(=O)Nc1cccnc1)(C(F)(F)F)C(F)(F)F → -8 | 10 | 7 | 5% | -1% | -2.3% | -5% | 2 | -5

# (next part)
21) COc1cc(C(=O)N/N=C(\C)c2ccc3c(c2)OCO3)cc(OC)c1OC
22) COc1ccc(NS(=O)(=O)c2cccc(C(=O)NCC(c3ccco3)N3CCCC3)c2)cc1 (stereo not drawn)
23) COc1ccc(-n2c(CCC(=O)O)ccc2-c2ccc(F)cc2)c(OC)c1
24) CC(NC(=O)c1cc2ccccc2o1)c1ccccc1 (stereo not drawn)
25) CN(C)c1ccc(/C=C(/C#N)C(=O)Nc2nc3c(s2)CCN(Cc2ccccc2)C3)cc1

assay / compound	21	22	23	24	25
D2 potentiator	3	2	32*	9&-3	·
D1 antagonist	1	2	-4	-6&-19	·
RXFP1 antagonist	-9	-2	5	2	-14
Vif-A3F inh	-5%	10%	-1%	-5%&-5%	?
Vif-A3G inh	?	1%	3%	0%&0%	5.6µM*
RXFP1 agonist	0.7%	1.4%	1.1%	0.7%&-1.1%	·
Glioma ERSR ind	-4%	-3%	2%	-3%&0%	-2%
D1 ag	2	9	1	1&5	·
D1 PAM	-5	-2	0	-6&-6	·

26) Cc1cc(OCC(=O)N2CCN(c3ccc(F)cc3)CC2)c2c(C)cc(=O)oc2c1
27) O=C(/C=C/c1ccc2c(c1)OCO2)NCCSCc1cccc(Cl)c1
28) CC1=CCC(C(=O)N/N=C/c2cccs2)C(c2ccc(F)cc2)C1 (stereo not drawn)
29) Cc1cc(C)c(OCC(=O)N2CCN(c3ncc(C(F)(F)F)cc3Cl)CC2)c(C)c1
30) CC(=O)C(/C=N/c1ncc(C(F)(F)F)cc1Cl)=C(\C)O

assay / compound	26	27	28	29	30
D2 potentiator	8	0	10	12	-1
D1 antagonist	-33*	-31*	-4	-6	7
RXFP1 antagonist	-2	·	-11	-14	7
Vif-A3F inh	-11%	1%	1%	0%	-13%
Vif-A3G inh	0%	-3%	-4%	2%	0%
RXFP1 agonist	1.3%	1.2%	3.5%	-0.3%	18%
Glioma ERSR ind	-2%	-3%	-5%	-3%	-2%
D1 ag	0	6	3	15	5
D1 PAM	-3	-10	-3	-7	-1

# Ordered by count of non-hydrogen atoms (rising): some entries from above
4) Cc1cnc(C(=O)Oc2cccc(Cl)c2Cl)cn1
11) CC1CCc2c(sc3c2C2=NS(=O)(=O)CCN2C=N3)C1 (stereo not drawn)
8) CC(C)(CN1CCc2ccccc2C1)NS(=O)(=O)c1ccc(Cl)cc1

assay / compound	4	11	8
D2 potentiator	-1	-7	-11
D1 antagonist	18	3	-4
RXFP1 antagonist	12	1	-16
Vif-A3F inh	-15%	-3%	-5%
Vif-A3G inh	-1%	-8%	5%
RXFP1 agonist	2.3%	1.9%	0.9%
Glioma ERSR ind	-3%	4%	-2%
D1 ag	1	1	7
D1 PAM	-1	-2	-6

# Following part
31) O=C(CN1CCN(Cc2ccccc2Cl)CC1)N/N=C/c1ccccn1
32) CC1NC(=O)c2cc3ccccc3cc2-n2c1nc1cc(Cl)ccc1c2=O (stereo not drawn)
33) CCOc1ccc(CCNC(=O)c2nnc(Cc3cc(OC)c(OC)c(OC)c3)o2)cc1OCC
34) Cc1cc2oc(=O)cc(CN3CCCc4ccccc43)c2cc1C
35) O=S(=O)(c1ccc(Cl)s1)N1CCN(c2ncccn2)CC1

assay / compound	31	32	33	34	35
D2 potentiator	7	·	-1	-3	5
D1 antagonist	12	·	-5	-11	7
RXFP1 antagonist	12	-9	-2	-4	-8
Vif-A3F inh	-10%	0%	5%	-5%	1%
Vif-A3G inh	-8%	0%	-8%	-9%	0%
RXFP1 agonist	2.1%	·	-0.2%	9.4%	1.8%
Glioma ERSR ind	0%	-5%	-3%	0%	-4%
D1 ag	3	·	-1	25	1
D1 PAM	-3	·	2	-3	-5

36) Cc1ccc(C)c(OCCC(=O)Nc2cccc(S(=O)(=O)N3CCCC3)c2)c1
37) Cn1c(=O)c2cc(S(=O)(=O)NC(C(=O)NCc3cccnc3)c3ccccc3)ccc2n(C)c1=O (stereo not drawn)
38) COc1cc(C(=S)N2CCOCC2)ccc1O
39) O=C(O)c1ccc(NS(=O)(=O)c2ccc(Cl)cc2)cc1
40) CCOC(=O)N1CCN(S(=O)(=O)c2cc([N+](=O)[O-])c(C)cc2C)CC1

assay / compound	36	37	38	39	40
D2 potentiator	16	7	-2	2	·
D1 antagonist	-22	15	17	-3	-3
RXFP1 antagonist	-12	·	-33&25	3	-3
Vif-A3F inh	-19%	-13%	-13%	-1%	-8%
Vif-A3G inh	2%	4%	3%	4%	10%
RXFP1 agonist	0.2%	9.2%	-0.8%	3.0%	-0.3%
Glioma ERSR ind	-4%	-3%	-4%&-4%	-6%	-3%
D1 ag	9	3	3	2	7
D1 PAM	-10	-2	-1	-2	4
